Screening data as filed in PubChem BioAssay.
AMA1 RON2 block – inhibitors of Plasmodium falciparum AMA1-RON2 interaction; AlphaScreen AMA1-biotinylated RON2 peptide binding; Potency, µM (doses to about 58.2 µM), without a hit: at the highest dose activity change, negative = inhibition, hits mostly inhibitors; 360,000 compounds, 0.2% hits;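 note: potency is the fitted concentration of half-maximal effect; 0% = vehicle wells and -100% = peptide control; nearly all actives have a fitted effect of over 45% in size; some results filed as inactive show a strong effect at the top dose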
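AMA1 (3D7) with his tag at 25 nM final met compounds first, then biotinylated RON2 peptide at 25 nM; detection used donor plus acceptor beads, 10 µg/mL apiece, read by AlphaScreen after 30 min at room temperature.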
HCV inh – inhibitors of hepatitis C virus infection. Huh7.5.1 HCVcc-Cre infection, luciferase reporter, 44 h. Potency, µM (titrated, usually from 41.8 µM), for the others: at the top dose activity change, negative = inhibition, hits mostly inhibitors. 340,000 compounds, 3.4% hits; note: potency is the fitted concentration of half-maximal effect
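Seed cells (1,000/well) for 4 h; treat with compound and infect with HCVcc-Cre, moi about 0.5. Incubate 44 h, then detect luciferase activity.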
AmpC inh detg – inhibitors of E. coli AmpC beta-lactamase with detergent | AmpC hydrolysis of nitrocefin, absorbance 480 nm, 0.01% Triton | Potency, µM (doses to about 114 µM), without a hit: top-dose activity change, negative = inhibition, most hits filed as inhibitors | 370,000 compounds, 0.041% hits;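 note: potency is the fitted concentration of half-maximal effect; 0% = no-compound wells and -100% = no-enzyme wells; nearly all actives have a fitted effect of over 25% in size; some results filed as inactive show a strong effect at the top dose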
Target sequence (P00811 whole entry, looked up): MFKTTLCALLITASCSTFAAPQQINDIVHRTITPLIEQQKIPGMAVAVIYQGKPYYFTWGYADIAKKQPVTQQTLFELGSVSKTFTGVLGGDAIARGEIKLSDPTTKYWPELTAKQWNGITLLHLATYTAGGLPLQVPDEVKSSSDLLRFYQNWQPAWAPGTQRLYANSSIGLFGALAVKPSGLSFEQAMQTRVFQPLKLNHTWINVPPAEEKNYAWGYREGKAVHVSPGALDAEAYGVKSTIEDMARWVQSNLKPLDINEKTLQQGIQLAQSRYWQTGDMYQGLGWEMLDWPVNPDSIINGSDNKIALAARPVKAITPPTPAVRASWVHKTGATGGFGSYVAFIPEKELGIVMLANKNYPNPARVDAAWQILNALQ
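AmpC (5.3 nM in the dispensed reagent) in 20 mM phosphate pH 7.0 with 0.01% (detergent screen) or 0.0001% Triton X-100 was preincubated with compounds for 15 min at room temperature. Nitrocefin was then added from an 800 uM solution, and hydrolysis was followed at 480 nm.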
Sm TGR inh – blocks Schistosoma mansoni thioredoxin glutathione reductase. Q962Y6. purified TGR, DTNB reduction, TNB absorbance 405 nm. Potency, µM (top dose mostly 114 µM), without a hit: at the highest dose activity change, negative = inhibition, usual class: inhibitors. 360,000 compounds, 3% hits; note: potency is the fitted concentration of half-maximal effect; nearly all actives have a fitted effect of over 60% in size
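Kinetic colorimetric format: TGR-catalysed, NADPH-driven DTNB reduction monitored via TNB absorbance. Enzyme dispensed at 20 nM; compound exposure 15 min at room temperature before reaction start.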
HCMV inh – human cytomegalovirus inhibition | HFF cells, HCMV-luciferase reporter, 72 h; hits give low values | activity change, negative = inhibition, % at 57.5 µM | 410,000 compounds, 4.5% hits; in the data active = activity change below about -60%; inconclusive = no clear call, values can overlap the other calls; inactive = above about -39%
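After 16 h attachment at 37C, HFF cells received test compound and HCMV-luciferase (1 PFU/cell); reporter luminescence read 72 h later, data normalized against buffer-only and known inhibitor Salinomycin.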
FBPA Giardia inh – blocks Giardia fructose-bisphosphate aldolase activity | purified Giardia FBPA | 290,000 compounds, 0.71% hits | Potency, µM (highest dose often 59.6 µM), for inactives: top-dose activity, negative = inhibition, most hits filed as inhibitors | A8B2U2; note: potency is the fitted concentration of half-maximal effect; nearly all actives have a fitted effect of over 55% in size
Target sequence (A8B2U2 whole entry, looked up): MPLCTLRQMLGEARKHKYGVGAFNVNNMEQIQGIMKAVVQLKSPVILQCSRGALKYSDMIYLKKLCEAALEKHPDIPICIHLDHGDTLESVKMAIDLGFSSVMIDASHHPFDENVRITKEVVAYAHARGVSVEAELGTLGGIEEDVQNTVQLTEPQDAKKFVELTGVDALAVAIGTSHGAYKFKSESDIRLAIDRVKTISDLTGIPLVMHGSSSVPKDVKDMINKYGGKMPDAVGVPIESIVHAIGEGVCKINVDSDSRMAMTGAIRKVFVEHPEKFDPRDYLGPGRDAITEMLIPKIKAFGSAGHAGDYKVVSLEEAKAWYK
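Giardia FBPA (40 nM reagent) was preincubated 10 min at RT with compound (up to 57.5 uM final), then substrate plus GAPDH/TPI/NAD/arsenate coupling system with diaphorase/resazurin was added; resorufin fluorescence (525/598 nm) was read after 20 min.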
The depositor's hits bear a star; ? = inconclusive; / = not tested or not shown; [ ] = dose if it differs, or a comment. Unless noted, calls come from the whole dose curve; as a rule, active = well fitted curve in the direction sought with a large enough effect; inconclusive = small, poorly fitted or top-dose-only effect, or another doubt; inactive = no such curve, though single readings can be large; an effect the other way counts as inactive or inconclusive. Unless noted, % is set by controls: 0 for no effect and ±100 for the full control effect.

Keys – A = AMA1 RON2 block; B = HCV inh; C = AmpC inh detg; D = Sm TGR inh; E = HCMV inh; F = FBPA Giardia inh
O=C(Cn1ccc([N+](=O)[O-])n1)NCc1cccs1
  A: -3%; B: 8%; C: 4%; D: -34%; E: -5; F: 8%

Cn1c(N)c(C(=O)COC(=O)CNC(=O)c2ccccc2)c(=O)n(C)c1=O
  A: -15%; B: 12%; C: /; D: /; E: -8; F: /

CCOC(=O)c1cc(-c2ccccc2)n(CC(=O)Nc2ccc(OC)c(OC)c2)c1C
  A: 10%; B: -26%; C: -10%; D: -4%; E: -23; F: 0%

CC1=CC(C)(C)Nc2ccc(OC(=O)c3ccco3)cc21
  A: -18%; B: ?; C: -13%; D: -20%; E: -82*; F: -25%

COc1cc(OC)c(S(=O)(=O)Nc2ccccc2N2CCOCC2)cc1NC(C)=O
  A: 31%[activator]; B: 6%; C: 10%; D: 6%; E: 29; F: -1%

COc1ccc(C(=O)Nc2nnc(C(C)C)s2)cc1OC
  A: /; B: /; C: 3%; D: 10%; E: 101; F: /

Cc1cc(OCC(O)CN2CCN(c3ccccn3)CC2)cc(C)c1Cl (stereo unspecified)
  A: -29%; B: -21%; C: -9%; D: -5%; E: -12; F: -28%

CCN(C(=O)CSc1nnc(-c2ccc(Cl)cc2)o1)c1ccccc1
  A: /; B: /; C: 22%; D: 3%; E: -17; F: /

CCOC(=O)C1CCN(c2nc3ccccc3nc2C(C#N)C(=O)OC(C)C)CC1 (stereo unspecified)
  A: -13%; B: -2%; C: -14%; D: -21%; E: 0; F: 4%

COc1cc(OC)cc(-c2c(-c3cccs3)c3cc(-c4ccc(C(N)=O)cc4)ccc3n2C)c1
  A: -11%; B: ?; C: /; D: /; E: 47; F: /

COc1cc2c(cc1OC)n(CC(=O)c1ccc(C)cc1C)c(=O)n1nc(CCn3nc(C)cc3C)nc21
  A: /; B: /; C: -3%; D: -1%; E: -29; F: /

COC(=O)c1[nH]c2c(c1C)C(=O)CC(c1ccc(C)cc1)C2 (stereo unspecified)
  A: 7%; B: ?; C: 1%; D: ?; E: 11; F: 3%

COc1cc(C2CC(c3ccccc3)=NN2c2ccccc2)ccc1OCC(=O)O (stereo unspecified)
  A: 3%; B: 7%; C: -1%; D: -15%; E: 19; F: 5%

COc1ccc(-c2cc(-c3n[nH]c(=S)n3-c3ccccc3Cl)[nH]n2)cc1
  A: 0%; B: -5%; C: ?; D: 10%; E: -28; F: 18%

c1csc(C2Nc3cccc4cccc(c34)N2)c1
  A: -4%; B: 0%; C: 2%; D: 22µM*; E: -8; F: -29%

An excerpt from above with just HCMV inh.
Structure,HCMV inh
O=C(Cn1ccc([N+](=O)[O-])n1)NCc1cccs1,-5
CCOC(=O)c1cc(-c2ccccc2)n(CC(=O)Nc2ccc(OC)c(OC)c2)c1C,-23
COc1ccc(-c2cc(-c3n[nH]c(=S)n3-c3ccccc3Cl)[nH]n2)cc1,-28

Additional compounds.
Keys – A = AMA1 RON2 block; B = HCV inh; C = AmpC inh detg; D = Sm TGR inh; E = HCMV inh; F = FBPA Giardia inh
CC1(c2ccccc2Cl)NC(=O)N(CC(=O)N2CCc3ccccc32)C1=O (stereo unspecified)
  A: 8%; B: -4%; C: /; D: /; E: ?; F: /

CC(C)n1cc(CN2CCCC(C(=O)Nc3cccc(-c4cc5ccccc5[nH]4)c3)C2)cn1 (stereo unspecified)
  A: ?; B: 11µM*; C: -7%; D: -10%; E: -33; F: -3%

COc1ccc(S(=O)(=O)N2CCC(C(=O)NCCCN3CCOCC3)CC2)cc1
  A: -1%; B: 10%; C: -2%; D: 0%; E: 22; F: -4%

COc1cc2c(cc1OC)CN(CC(=O)Nc1ccccc1C(=O)NC1CC1)CC2
  A: 20%; B: 0%; C: ?; D: -13%; E: -15; F: /

Cc1cc(C)nc(-n2nc(C)c3c(C(=O)O)cc(-c4cccc(Br)c4)nc32)n1
  A: 2%; B: 9%; C: 3%; D: 6%; E: -35; F: ?

CCOC(=O)c1ccc(NC(=O)CC2Sc3ncnn3C2=O)cc1 (stereo unspecified)
  A: 9%; B: ?; C: 3%; D: 1.6µM*; E: -29; F: ?

Cc1cc2oc(=O)c(CC(=O)NCCCO)c(C)c2c2occ(C(C)(C)C)c12
  A: -11%; B: -11%; C: 0%; D: -2%; E: ?; F: -4%

CN(C)/C=C1\SC(=S)N(c2ccc(F)cc2)C1=O
  A: 10%; B: -2%; C: 1%; D: -6%; E: 29; F: 5%

CCOc1ccc(NC(=O)CN(C)C(=O)c2c(C)nn(-c3ccccc3)c2Cl)cc1OCC
  A: -1%; B: ?; C: ?; D: 6%; E: -10; F: /

COc1ccccc1C(=O)NCC(=O)OCC(=O)N(CC(C)C)c1c(N)n(Cc2ccccc2)c(=O)[nH]c1=O
  A: -22%; B: 16%; C: 0%; D: -12%; E: 14; F: /

Cc1cccc(NC(=O)C2CCCN2S(=O)(=O)c2ccc3nc(-c4ccccc4)[nH]c3c2)c1 (stereo unspecified)
  A: /; B: /; C: 0%; D: 0%; E: -27; F: /

Cc1ccccc1C(=O)NC1CCN(CC(=O)NCc2cccs2)CC1
  A: 11%; B: 18%; C: 2%; D: -7%; E: -17; F: 10%

CSCC[C@H](NC(=O)c1ccc(Cl)c([N+](=O)[O-])c1)c1nc2ccccc2[nH]1
  A: 4%; B: -8%; C: -6%; D: -25%; E: 23; F: 5%

CC(/C=N/NC(=O)c1ccc2nc(C)[nH]c2c1)=C\c1ccccc1
  A: -5%; B: -19%; C: ?; D: -7%; E: -16; F: -3%

COC(=O)c1ccc(NS(=O)(=O)c2cc(C)ccc2OC)cc1
  A: -1%; B: -2%; C: ?; D: -26%; E: -28; F: -2%

Cc1ccc(-c2noc(CCC(=O)NC3CCCC3)n2)cc1
  A: 25%; B: -14%; C: -6%; D: 0%; E: 2; F: 1%

C=CCSc1cc(C)nc2c(-c3ccccc3)c(C)nn12
  A: 31%[activator]; B: ?; C: -4%; D: -27%; E: -38; F: 4%

O=C(N/N=C\c1ccc(CNS(=O)(=O)c2ccccc2)o1)C(=O)Nc1ccc(F)cc1
  A: 26%; B: -4%; C: ?; D: 2%; E: 10; F: 2%

O=C(NCCOc1ccccc1)C1CCC(=O)N(CCc2ccccn2)C1 (stereo unspecified)
  A: -6%; B: 20%; C: -6%; D: 7%; E: -4; F: -8%

Nc1nncn1C(=O)c1cccs1
  A: 5%; B: 16%; C: -8%; D: -1%; E: -3; F: -5%

CS(=O)(=O)N(CC(=O)Nc1ccc(F)c(F)c1)c1cccc([N+](=O)[O-])c1
  A: 7%; B: 4%; C: ?; D: -5%; E: -18; F: 0%

CC(=O)C[C@H](O)CC(=O)[C@H]1OC(=O)[C@H](C)CCCCc2ccccc21
  A: 0%; B: 6%; C: /; D: /; E: 26; F: /

CCC(C(=O)N1CCc2cc(OC)c(OC)cc2C1)c1ccccc1 (stereo unspecified)
  A: 0%; B: -10%; C: ?; D: ?; E: 10; F: -25%

OC(CN1CCCCC1)Cn1c(C(F)(F)F)nc2ccccc21 (stereo unspecified)
  A: 12%; B: -1%; C: 0%; D: -2%; E: 20; F: -9%

COc1ccccc1-c1noc(-c2ccccc2C(=O)Nc2cccnc2)n1
  A: -4%; B: 11µM*; C: 0%; D: 7%; E: 77; F: -9%

O=C(c1cc2ccc3cccnc3c2[nH]1)N1CCN(c2cccc(Cl)c2)CC1
  A: /; B: /; C: 14%; D: 0%; E: -24; F: /

CCCCCc1nnc(NC(=O)CS(=O)(=O)Cc2ccccc2)s1
  A: -9%; B: 18%; C: -4%; D: 44%[activator]; E: 61; F: 9%

CCOC(=O)N1CCN(C(=O)C(CC(C)C)NS(=O)(=O)c2ccc3c(c2)oc(=O)n3C)CC1 (stereo unspecified)
  A: 3%; B: 8%; C: ?; D: 2%; E: -8; F: 7%

Cc1ccc(NS(=O)(=O)c2cccc(C(=O)NNC(=O)c3ccco3)c2)c(C)c1
  A: -11%; B: 7%; C: ?; D: -1%; E: -21; F: /

CC(C)(C)c1ccc(C(=O)CCC(=O)OCC(=O)NCCc2ccc(S(N)(=O)=O)cc2)cc1
  A: -4%[11.6 µM]; B: 4%; C: -6%; D: -8%; E: -22; F: /

COC(=O)CCC(=O)Nc1ccc(OC)cc1
  A: 5%; B: 4%; C: -9%; D: 0%; E: 7; F: 4%

O=C(c1ccc2oc(CCCc3ccccc3)nc2c1)N1CCCC1
  A: -7%; B: 5%; C: 2%; D: -7%; E: 108; F: /

CCc1ccc(/C=N/NC(=S)NCCc2ccccc2)cc1
  A: 102%[activator]; B: 0%; C: 3%; D: 2%; E: -32; F: 6%

O=C(COc1cccnc1[N+](=O)[O-])N1CCN(S(=O)(=O)c2ccccc2)CC1
  A: 3%; B: 13%; C: ?; D: -8%; E: 56; F: -9%

CC(Oc1ccc2ccccc2c1)C(=O)NNC(=O)Nc1ccccc1 (stereo unspecified)
  A: 54%[activator]; B: /; C: 3%; D: 4%; E: 71; F: 0%

CCN(CC(=O)Nc1ccc2c(c1)OCCO2)C(=O)c1ccc(C)c(S(=O)(=O)N2CCOCC2)c1
  A: 7%; B: 12%; C: ?; D: -20%; E: 1; F: /

CCN(CC)S(=O)(=O)c1cccc(C(=O)NC(C(=O)NCCc2ccccn2)C(C)C)c1 (stereo unspecified)
  A: 13%; B: 9%; C: /; D: /; E: 4; F: /

FC(F)(F)C1=CC(c2ccc(Br)cc2)=NCCN1
  A: 9%; B: -6%; C: -15%; D: -24%; E: -26; F: 5%

CCC(=O)N1c2ccccc2CC1C(=O)NCc1cccc(OC)c1OC (stereo unspecified)
  A: /; B: /; C: 12%; D: -1%; E: 13; F: /

CC(C)(C)c1nc(NCc2ccc3c(c2)OCO3)c2nnn(Cc3ccccc3Cl)c2n1
  A: 8%; B: 8%; C: 0%; D: 4%; E: 40; F: -1%

O=S1(=O)C=C(N2CCOCC2)c2ccccc21
  A: 6%; B: 5%; C: 2%; D: -21%; E: -7; F: -1%

COC(=O)c1sccc1NC(=O)CSc1ccccc1NS(=O)(=O)c1ccc(F)cc1
  A: 9%; B: 4%; C: 2%; D: 8%; E: 18; F: 0%

CCc1cccc(C)c1NC(=O)C1=C(C)C(=O)OC12CCC(C)CC2 (stereo unspecified)
  A: /; B: /; C: 11%; D: 1%; E: -14; F: /

CSCCC(NC(=O)OC(C)(C)C)C(=O)NC(CC(C)C)C(N)=O (stereo unspecified)
  A: 0%; B: 5%; C: 3%; D: 6%; E: -1; F: 4%

Individual results from the list:
In AmpC inh detg, COC(=O)c1sccc1NC(=O)CSc1ccccc1NS(=O)(=O)c1ccc(F)cc1 is entered as 2%
In AMA1 RON2 block, O=S1(=O)C=C(N2CCOCC2)c2ccccc21 is entered as 6%
In Sm TGR inh, CCc1cccc(C)c1NC(=O)C1=C(C)C(=O)OC12CCC(C)CC2 (stereo unspecified) is entered as 1%

One compound at a time, from the list above. Values in the order: AMA1 RON2 block, HCV inh, AmpC inh detg, Sm TGR inh, HCMV inh, FBPA Giardia inh
Results for `FC(F)(F)C1=CC(c2ccc(Br)cc2)=NCCN1` : 9%, -6%, -15%, -24%, -26, 5%
Results for `CSCCC(NC(=O)OC(C)(C)C)C(=O)NC(CC(C)C)C(N)=O` (stereo unspecified) : 0%, 5%, 3%, 6%, -1, 4%
